Thrombin inh = human alpha-thrombin inhibitors, primary screen, counter-screen for coagulation protease inhibitor project, biochemical, 1536-well, fluorogenic AMC substrate. Boc-VPR-AMC fluorogenic substrate cleavage. 0.26% of 220,000 active. inhibition, % at 5 µM;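 active = inhibition at or above 40%; inactive = inhibition below 40%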;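 also: 0% = enzyme with no compound and 100% = wells without enzyme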
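Test system: human alpha-thrombin protein / Dosing: one concentration per compound, 5 µM, with 0.2% DMSO / Medium: pH 7.5 Tris-saline with Tween 20 / Benchmarks: no-compound enzyme wells and no-enzyme blanks / Read-out basis: percent inhibition of thrombin substrate cleavage / Timing: reaction at room temperature / Measured by: fluorescence, ex 355 nm, em 460 nm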
KLK5 inh = human KLK5 protease inhibitors, primary screen, biochemical, 1536-well. recombinant hK5, fluorogenic AMC substrate cleavage. Kallikrein-5 (Homo sapiens), Q9Y337. inhibition, % at 5 µM. 0.59% of 210,000 active. AID 873, 2007;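 active = inhibition of 40% or more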;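 also: 0% = enzyme controls without compound and 100% = no-enzyme blanks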
Target sequence (Q9Y337 67-293 limits assumed): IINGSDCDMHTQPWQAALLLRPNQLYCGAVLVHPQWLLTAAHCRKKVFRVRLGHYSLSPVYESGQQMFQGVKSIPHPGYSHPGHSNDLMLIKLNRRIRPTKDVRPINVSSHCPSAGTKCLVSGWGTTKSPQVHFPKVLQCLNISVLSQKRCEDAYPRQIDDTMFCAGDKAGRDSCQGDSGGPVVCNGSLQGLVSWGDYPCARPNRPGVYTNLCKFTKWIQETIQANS
Furin inhibitor = human furin inhibitors, primary screen, biochemical, fluorescence intensity. inhibition, % at 30 µM. purified furin, fluorogenic substrate cleavage. AID 463115, 2010. 0.061% of 220,000 active. P09958; in the data active = inhibition above about 25%; also: inactives centre near -15
eIF4E 4G PPI = eIF4E–eIF4G protein interaction inhibitors, primary screen, biochemical, uHTS, TR-FRET, eIF4GI fragment. 0.37% of 220,000 active. inhibition, % at 21.7 µM. TR-FRET eIF4E-eIF4GI(517-606) binding, 2 h. Eukaryotic translation initiation factor 4E (Mus musculus) + Eukaryotic translation …;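 also: 0% = full FRET control wells and 100% = background wells lacking eIF4GI fragment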
Rad51 HR inh = human RAD51 strand exchange inhibitors, primary screen, biochemical, fluorescence | AID 1385, 2008 | hRad51 DNA strand exchange, fluorescence dequenching | inhibition, % at 10 µM | 0.085% of 200,000 active | DNA repair protein RAD51 homolog 1 (Homo sapiens), Q06609;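 active = inhibition above 40% at the single screening dose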;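 also: 0% = DMSO control wells and 100% = blanks with heterologous ssDNA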
Target sequence (Q06609 whole entry, looked up): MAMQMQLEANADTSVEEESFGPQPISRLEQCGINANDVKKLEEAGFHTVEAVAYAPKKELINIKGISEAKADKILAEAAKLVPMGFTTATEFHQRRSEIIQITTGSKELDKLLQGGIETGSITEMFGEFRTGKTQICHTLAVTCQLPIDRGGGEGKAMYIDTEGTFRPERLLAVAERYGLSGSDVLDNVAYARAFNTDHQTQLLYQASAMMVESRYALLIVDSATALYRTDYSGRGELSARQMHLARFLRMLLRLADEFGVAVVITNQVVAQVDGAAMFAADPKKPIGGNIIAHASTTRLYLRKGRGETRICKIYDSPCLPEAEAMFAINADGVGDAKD
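Material: Human Rad51 nucleoprotein filaments preassembled on unlabelled ssDNA | Also added: Labelled 47-mer dsDNA for strand exchange | Dosing: Single dose, 10 µM final compound | Schedule: 30-min compound preincubation and 15-min exchange, both room temperature | Technique: Fluorescence dequenching at 485/520 nm | Measure: Percent inhibition relative to plate controls and blanks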
KCC2 mod = KCC2 cotransporter modulators, thallium flux, primary screen, cell-based, HEK293 KCC2, FluoZin-2 fluorescence, MLSMR | Solute carrier family 12 member 5 (Homo sapiens), Q9H2X9 | KCC2 cells, thallium flux FluoZin-2 fluorescence | B-score of Tl+ flux slope (higher = more flux/activation; lower = inhibition) at 10 µM | 2.2% of 190,000 active;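 active = thallium flux slope and its plate-corrected score both differing from the plate sample mean at a set confidence after two filtering rounds, in either direction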;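 also: slope of fluorescence scaled to starting intensity during 10 to 20 s after thallium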
14-3-3 Bad PPI = inhibitors of 14-3-3 zeta/Bad binding, primary screen, biochemical, TR-FRET, bovine 14-3-3 zeta; inhibition, % at 21.7 µM; 0.71% of 220,000 active; AID 781, 2007; TR-FRET 14-3-3zeta/Dy647-pBad peptide displacement, 1 h; 14-3-3 protein zeta/delta (Bos taurus), P63103;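 active = inhibition above about 70%, limit read from the data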;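 also: 0% = full 14-3-3 plus peptide FRET controls and 100% = background without 14-3-3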
Target sequence (P63103 whole entry, looked up): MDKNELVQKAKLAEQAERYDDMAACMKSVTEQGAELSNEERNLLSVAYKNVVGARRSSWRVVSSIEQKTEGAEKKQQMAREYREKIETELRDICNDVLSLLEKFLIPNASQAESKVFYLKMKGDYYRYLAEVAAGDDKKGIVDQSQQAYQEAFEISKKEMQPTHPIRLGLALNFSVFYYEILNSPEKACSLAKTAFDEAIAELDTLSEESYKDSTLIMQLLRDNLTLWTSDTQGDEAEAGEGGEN
p47phox inh = p47phox/p22phox peptide binding inhibitors, primary screen, biochemical, uHTS, NADPH oxidase regulatory subunit | Neutrophil cytosol factor 1 (Homo sapiens), P14598 | fluorescence polarization, 2 h | inhibition, % at 24.7 µM | 0.53% of 220,000 active | AID 1274, 2008;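 also: 0% = p47phox with labelled peptide and 100% = labelled peptide alone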
EBV gp42 block = Epstein-Barr virus gp42 inhibitors, primary screen, biochemical, uHTS, fluorescence polarization; Glycoprotein 42 (Epstein-Barr virus (strain AG876)), Q1HVG2; Fluorescence polarization binding assay, mP read-out; inhibition, % (tested at 21.74 µM); 0.42% of 220,000 active; in the data active = inhibition above about 50%
Target sequence (Q1HVG2 whole entry, looked up): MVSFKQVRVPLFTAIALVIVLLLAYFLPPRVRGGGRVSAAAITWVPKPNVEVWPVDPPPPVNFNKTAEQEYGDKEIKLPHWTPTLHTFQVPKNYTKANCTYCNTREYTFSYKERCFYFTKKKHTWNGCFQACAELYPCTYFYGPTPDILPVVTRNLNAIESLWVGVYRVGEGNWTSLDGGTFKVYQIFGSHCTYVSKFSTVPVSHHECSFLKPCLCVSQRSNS
Starred values were filed as active, the others as inactive; i = inactive; . = not tested or not shown; [ ] = remark or other dose.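 The calls were made as follows, unless noted: active = inhibition above about 30% (limit read from the data); inactive = the rest.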

SMILES	Thrombin inh	KLK5 inh	Furin inhibitor	eIF4E 4G PPI	Rad51 HR inh	KCC2 mod	14-3-3 Bad PPI	p47phox inh	EBV gp42 block
COc1ccc(NS(=O)(=O)c2cccc(C(=O)N/N=C/c3cn(-c4ccccc4)nc3-c3ccc(OC)cc3)c2)cc1	-16.4	-4.9	-21.1	1.9	1.9	0.292	3.8	-9.3	-1.9
COc1cc(NC(=O)c2noc3c2CCCC3)c(OC)cc1Cl	1.2	-3.2	-27.4	-8.1	-5.4	0.4	-1.0[fluorescence artefact?]	-11.4	-7.9
CSc1ncc2ncn(C3OC(CO)C(O)C3O)c2n1 (centres undefined)	-4.3	-3.3	-11.5	-5.7	14.6	-0.00653	-16.6	-12.7	-3.4
Cc1ccc(C(=O)/C=C/C(=O)c2ccc(C)cc2)cc1	-1.5	0.3	-10.5	5.3	-24.1	-0.0514	-1.7	-3.4	-11.9
CC1Cc2ccccc2N1C(=O)CN1CCC(C(N)=O)CC1 (centres undefined)	-6.6	.	-19.1	1.2	.	1.31	1.9	6.0	-13.2
c1cnc(Sc2ccc3nnnn3n2)nc1	-0.8	-14.2	-22.5	4.9	14.3	-0.439	-11.7	-2.7	-7.0
Brc1ccc(NCc2nnc3n2CCCCC3)cc1	-0.2	0.4	-15.5	9.2	-2.7	0.0174	5.7	-12.2	-29.2
CCSc1nnc(NC(=O)CSc2nc3c(cc2C#N)CCCC3)s1	-6.2	10.8	-14.4[20 µM]	-4.6	-6.0	0.462	0.2	-23.3	-9.9
CC(C)CCNC(=O)C(c1ccco1)N(CC1CCCO1)C(=O)Cn1nnc2ccccc21 (centres undefined)	-6.5	9.6	-17.2[20 µM]	4.5	0.9	0.152	1.3	-11.8	-8.6
Cc1cc(N2CCN(c3ccccc3)CC2)nc(-c2ccccc2)n1	83.3*	65.3*	-4.0	0.8	0.9	1.06	-6.4	-8.4	2.0
COc1cccc(NC(=O)N2CCCC2C(=O)NCC(C)C)c1 (centres undefined)	-3.5	-3.0	-30.9	.	-0.5	0.966	.	0.4	-19.1
CSc1nsc(SCC(=O)Nc2ccc(OC(C)=O)cc2)n1	0.6	1.4	-15.3	-2.5	2.4	-0.674	-6.8	-30.3	-6.7
C=CCc1c(C)[nH]c(=O)[nH]c1=O	0.5	-1.2	-9.2	4.8	-6.7	-0.0489	-21.5	-6.4	-2.8
Cc1ccc(S(=O)(=O)N(C)CC(=O)Nc2ccccc2)cc1	13.7	53.4*	-1.9[20 µM]	-2.0	0.9	-0.179	1.6	-14.5	-16.0
CC/C(=N\NC(=O)c1cccnc1)c1ccc2c(c1)OCCO2	0.7	-6.3	-20.8	-3.1	17.7	-0.0454	-3.9	-2.9	2.9
C[C@]12C=CC(=O)C=C1CCC1C3CC[C@](O)(C(=O)CO)[C@@]3(C)CC3OC312 (some centres undefined)	1.1	-4.8	-24.4	1.1	-8.8	0.638	-4.3	0.8	-2.0
C/C(=N\NC(=O)c1c(C)nc2ccccn12)c1ccco1	-15.0	-6.3	-17.8	-2.5	7.4	1.58	-1.1	-7.7	-16.3
O=C(c1cnc(-c2ccc(Cl)cc2)s1)c1ccc(Cl)cc1Cl	-5.4	3.7	-9.8[20 µM]	-8.5	-7.0	0.793	-7.0	6.9	2.1
Cn1c(=O)c2c(nc(CN3CCC(C(N)=O)CC3)n2CCCc2ccccc2)n(C)c1=O	3.2	-13.0	-19.1	-5.6	-4.9	-1.68	-9.6	-8.2	-3.3
CC(=O)N(C1=C(Cl)C(=O)c2ccccc2C1=O)C1CCCCC1	-1.5	-0.7	-10.1	1.6	0.2	-0.732	-3.1	13.4	-24.0
Nc1ccc(Nc2ccccc2)cc1	-1.5	8.6	-17.4[20 µM]	12.9	-1.4	.	0.2	-0.7	-18.0
COC(=O)[C@@]1(Cc2ccccc2)[C@H]2c3cc(C(=O)N4CCCC4)n(Cc4ccsc4Br)c3C[C@H]2CN1C(=O)c1ccccc1	-1.1	-7.8	-12.9	-6.2	-4.5	0.106	-16.7	-83.3	-19.4
Cc1nc(NC(=O)/C=C/c2ccccc2)sc1C(=O)N(C)C	-6.2	2.9	-11.5	-2.8	23.0	-0.148	5.7[fluorescence artefact?]	-1.8	-1.1
CC(=O)c1cccc(S(=O)(=O)NC2CC2)c1	2.8	-6.8	-9.0	7.0	-9.0	1.15	6.2[fluorescence artefact?]	-13.2	-13.2
CC(C)CC(CC(C)C)=NNC(=O)c1ccc(CSc2nncn2C)cc1	7.0	1.3	-41.0	0.9	2.3	1.25	-11.4	-4.0	-9.0
(continued)
SMILES	Thrombin inh	KLK5 inh	Furin inhibitor	eIF4E 4G PPI	Rad51 HR inh	KCC2 mod	14-3-3 Bad PPI	p47phox inh	EBV gp42 block
CCN1CCN(c2cc(C)c3cc(NC(=S)N4CC(C)CC(C)C4)ccc3n2)CC1 (centres undefined)	-2.9	-0.1	-24.4	3.0	1.9	1.36	-9.6	-11.0	-17.7
CCOC(=O)C1=C(NC(=S)NC(=O)c2ccccc2)c2ccccc2CC1(C)CC (centres undefined)	-5.0	-15.5	8.2	0.1[fluorescence artefact?]	.	5.59*	-4.5	-9.0	2.0
COCCn1c(SCC(=O)Nc2ccc(S(=O)(=O)N(C)C)cc2)nc2ccccc21	0.8	-6.0	-12.1[20 µM]	-0.5	2.9	.	-2.1	0.6	-12.1
NC(=O)c1csc(-c2ccncc2)n1	4.2	-40.7	-23.6[20 µM]	-1.7	1.3	.	3.8[fluorescence artefact?]	4.4	6.2
CC1CCCCN1C(=O)c1cnn2c(C(F)(F)F)cc(-c3ccco3)nc12 (centres undefined)	12.7	-28.8	-13.1	-2.0	.	0.313	-12.8	-10.9	-7.4
CCOc1ccc(/C=C/C(=O)c2c(O)c3ccccc3oc2=O)cc1	-3.4	-26.9	-12.5[20 µM]	13.9[fluorescence artefact?]	.	0.00145	7.8[fluorescence artefact?]	-74.1	-75.6
CCC(c1nnnn1Cc1ccccc1)N1CCN(c2ccccc2)CC1 (centres undefined)	-9.8	-3.6	-20.1	1.6	7.8	-3.86*	-8.2	-3.0	-7.2
CC1CN(C(=O)c2cccn(Cc3c(Cl)cccc3Cl)c2=O)CC(C)O1 (centres undefined)	1.9	-21.7	-17.0	-2.7	8.3	-0.854	-9.6	-2.5	-3.5
CCCCNc1nc2ccccc2n1CC(=O)Nc1ccc2c(c1)OCCO2	1.4	3.8	-22.0	-5.3	19.3	-0.751	-1.9	-10.5	-9.3
O=C(COC(=O)CCCNC(=O)c1ccc(Cl)cc1)Nc1ccc(Br)cc1	-5.5	-12.7	-14.4	18.1	-18.4	0.0417	7.0	-16.8	-15.7
CNC(=O)CSc1nccn1Cc1ccc(Cl)cc1	-1.1	-16.3	-15.9	0.2	-17.5	-0.67	-18.5	-1.1	1.9
CC12CC3CC(C)(C1)CC(Nc1nc(N4CCOCC4)nc4ccccc14)(C3)C2	-5.1	-0.8	-26.1	-2.0	4.1	0.254	1.6	-4.4	-3.3
CCC(=O)Oc1ccc(-c2nc(-c3cccnc3)no2)cc1	1.4	7.8	-24.3	3.0	6.2	0.517	8.9	-0.5	-19.1
Fc1ccccc1C1c2cccn2CCN1C(=S)Nc1ccc(Br)cc1 (centres undefined)	-6.7	1.9	-17.7	-0.2	2.6	0.619	-6.5	-28.1	-2.5
COc1ccc2cc3cc(C(=O)NCc4ccccn4)oc3nc2c1	-28.5	-50.1	-74.1	4.4	.	.	-4.3	6.9	-2.5
CC(=O)Nc1ccc(NC(=O)CN(c2cccc(C(C)=O)c2)S(C)(=O)=O)cc1	3.0	.	-14.0	5.7	.	.	-2.2	6.3	-3.0
CCc1nnc(NC(=O)c2ccc(S(=O)(=O)N(CCOC)CCOC)cc2)s1	1.5	-5.7	-10.2	1.3	-5.1	-1.49	-1.6	3.7	-21.9
COCCCNC(=O)CNC(=S)N(Cc1ccc(F)cc1)C1CCCCC1	-14.1	1.9	-1.6[20 µM]	4.2	.	0.249	0.5	-21.6	-16.7
O=C(CSc1n[nH]c(-c2ccc(Cl)cc2Cl)n1)Nc1ccccn1	2.5	-3.4	-16.2[20 µM]	0.6	.	-0.568	2.9	-2.7	-0.7
Cc1cc(C)nc(Nc2ncn[nH]2)n1	-2.4	5.2	-18.5	-2.4	4.0	0.0647	-17.2	-16.1	0.9
COC(=O)CSc1nnc(-c2ccc3c(c2)OCO3)n1C	23.1	34.3	-16.5[20 µM]	2.0	1.4	0.599	10.0	-0.8	3.4
COc1ccc(C2=CC(=O)N(Nc3ccccc3)C2=O)cc1	-5.4	-3.8	7.0	2.8	-3.4	0.435	-16.0	-13.9	-12.8
COc1ccc(NC(=O)COc2ccc3c(c2)CCC3)cc1	0.2	0.2	-18.9	2.5	-5.5	-1.29	-6.6	2.9	-0.3
CCOC(=O)N1CCN(C(=O)C2CCN(S(=O)(=O)c3cc(OC)ccc3OC)CC2)CC1	0.8	-9.4	-26.2	-1.1	11.1	-0.113	-19.3	-3.5	-3.4
COc1ccc(C(=O)n2nc(-c3ccccc3)nc2N)cc1OC	26.4	41.1*	-12.9[20 µM]	2.2	8.7	0.0898	-4.6	-11.2	-1.7

Brought forward from above: two compounds, followed by the next part.
SMILES	Thrombin inh	KLK5 inh	Furin inhibitor	eIF4E 4G PPI	Rad51 HR inh	KCC2 mod	14-3-3 Bad PPI	p47phox inh	EBV gp42 block
CCOC(=O)N1CCN(C(=O)C2CCN(S(=O)(=O)c3cc(OC)ccc3OC)CC2)CC1	0.8	-9.4	-26.2	-1.1	11.1	-0.113	-19.3	-3.5	-3.4
COc1ccc(C(=O)n2nc(-c3ccccc3)nc2N)cc1OC	26.4	41.1*	-12.9[20 µM]	2.2	8.7	0.0898	-4.6	-11.2	-1.7
O=C(COC(=O)CCC(=O)c1cccs1)NC1CC1	-1.6	0.3	-28.4	-6.6	7.3	0.285	-3.5	-5.8	-7.5
O=C(NC1CC1)C1=C[C@H](c2csc3ccccc23)C[C@H](OCc2ccc(CO)cc2)O1	-3.5	-1.8	-25.4	-5.2	2.5	-1.21	-6.1	-18.0	-3.2
CC(=O)c1cc2c(cc1NC(=O)c1cccc(S(=O)(=O)N3CCN(C)CC3)c1)OCO2	-3.0	-2.4	-26.2	-1.3	-7.1	0.216	-7.5	-12.6	-0.4
CC1CCN(C(=O)c2ccc3c(Cl)c4c(nc3c2)CCCC4)CC1	-1.0	-14.9	-22.9	81.6*	-7.4	-1.36	-12.4	-2.1	8.8
CCCCN1/C(=C/c2ccc3ccccc3[n+]2CC)Sc2ccccc21	-0.6	-12.2	-1.8	9.8	-127.1	i	5.4	-106.0	-56.5
CC(=O)N1N=C(c2ccncc2)OC12CCCC2	1.6	7.4	-11.2[20 µM]	3.5	0.3	0.208	1.0	-2.3	-10.9

Bioassay records: PubChem, several laboratories
